# RMI-FANCM inh = blocks RMI1/RMI2 complex binding to FANCM MM2 peptide. Fluorescence polarization, RMI core complex with F-MM2 peptide; stronger effect = lower value. FP signal (polarization) at 33 µM. hit rate 0.58% among 70,000. AID 1159607; in the data active = FP signal below about 40; also: inactives centre near 61; strong numbers were not always called active; unit not given here
# Starred values were filed as active, the others as inactive; & = joins results of further samples.
item	smiles	RMI-FANCM inh
1	COc1cc2c(cc1OC)C(C)N(C(=O)c1c(-c3ccccc3)noc1C)CC2 (stereo unspecified)	58
2	CCOc1cccc2sc(NCCCN3CCOCC3)nc12	69
3	O=C(NCCC1=CCCCC1)C(=O)Nc1c2c(nn1-c1ccc(F)cc1)CSC2	53
4	CCOC(=O)c1c(-c2ccc(C)c(C)c2)csc1NC(=O)CCSc1nnc2ccccn12	79
5	CCOCC(=O)Nc1ccc2c(c1)C(=O)Nc1cc(C)ccc1O2	68
6	CC(C)(C)c1cc(NS(=O)(=O)c2ccc(Cl)c(C(F)(F)F)c2)cc(C(C)(C)C)c1	59
7	CSc1nc(C)cc(C)c1C#N	56
8	COc1cccc(S(=O)(=O)Nc2ccc(C(=O)Nc3ccc4c(c3)OCCO4)cc2)c1	72
9	Cc1nnc(NC(=O)Cc2cc(=O)[nH]c(SCc3ccccc3)n2)s1	55
10	S=c1nccc(-c2csc(COc3ccccc3Cl)n2)[nH]1	54
11	CCN(CC)C(=S)Oc1ccc([N+](=O)[O-])cc1	55
12	CCS(=O)(=O)c1ccc(CC(=O)N2CCN(c3nc4c(C)ccc(Cl)c4s3)CC2)cc1	49
13	N=C1NC(=O)C(Cc2ccc(OC(F)(F)F)cc2)S1 (stereo unspecified)	58&55
14	N#CC(c1c(Cl)cccc1Cl)N1CCSCC1 (stereo unspecified)	53
15	Cc1ccc(C(=O)NCC#N)cc1	60
16	CCOC(=O)NC(=O)c1cn(Nc2cccc(C(F)(F)F)n2)c(=O)[nH]c1=O	56
17	CCCCC(=O)Nc1ncc(Cc2ccc(Cl)c(Cl)c2)s1	59
18	O=C(CCn1cnc2c(cnn2-c2ccc(F)cc2)c1=O)N1CCN(c2ncccn2)CC1	73
19	Cn1nccc1C(=O)Nc1nnc(-c2ccc3c(c2)CCCC3)o1	67
20	COc1ccc(OC)c2sc(N(CCN(C)C)C(=O)c3ccc4ccccc4c3)nc12	109
21	Cc1ccc(NC(=O)Cn2c(C)cc(C)c(-c3nc(-c4ccccc4)no3)c2=O)c(C)c1	59&110
22	COc1ccc(/C=C(\C#N)c2ccccn2)cc1	58&54
23	COc1ccc(/C=C/C(=O)Nc2c(C(=O)Nc3ccc(OC(F)(F)F)cc3)oc3ccccc23)cc1OC	99
24	Cc1nc(-c2ccccc2)sc1C(=O)NN	53
25	Cc1cc(C)c2c(=O)[nH]cnc2n1	59&55

# 4 compounds already listed, arranged by the value under RMI-FANCM inh, falling:
item	smiles	RMI-FANCM inh
20	COc1ccc(OC)c2sc(N(CCN(C)C)C(=O)c3ccc4ccccc4c3)nc12	109
17	CCCCC(=O)Nc1ncc(Cc2ccc(Cl)c(Cl)c2)s1	59
1	COc1cc2c(cc1OC)C(C)N(C(=O)c1c(-c3ccccc3)noc1C)CC2 (stereo unspecified)	58
7	CSc1nc(C)cc(C)c1C#N	56

# Continuation.
item	smiles	RMI-FANCM inh
26	O=C(C1=NNCC1c1cc2ccccc2c2ccccc12)c1cc2ccccc2c2ccccc12 (stereo unspecified)	56
27	O=C(CCCn1nc(-c2ccc(F)cc2)ccc1=O)Nc1ccccc1Cl	74
28	COc1ccc(C(=O)CSc2nnc(NC(=O)C3CC(=O)N(c4ccccc4C)C3)s2)cc1 (stereo unspecified)	58
29	CC(Oc1ccccc1)C(=O)Oc1coc(CSc2nnc(NC(=O)c3cccs3)s2)cc1=O (stereo unspecified)	51
30	CC(C)CCOc1cccc(OCC(=O)Nc2ccc(I)cc2)c1	63
31	O=C(O)CN1C(=O)S/C(=C\c2ccccc2[N+](=O)[O-])C1=O	47
32	Cc1ccc(C23CCC(=O)N2CCN3)cc1 (stereo unspecified)	62
33	COc1ccc(Cl)cc1NC(=O)CSc1nccn2nc(-c3ccc(F)cc3)cc12	119
34	C/C(=N/N=C(/C)c1ccccc1)c1ccccc1	57
35	CCOc1ccc(-c2noc(CN3N=NC4C(=O)N(c5ccc6c(c5)CCC6)C(=O)C43)n2)cc1OC (stereo unspecified)	59
36	CS(=O)(=O)N1CCCC1C(=O)N1CCN(c2nc3c(Cl)cccc3s2)CC1 (stereo unspecified)	71
37	O=C(Nc1nnc(-c2ccc(Br)s2)o1)c1cc(Cl)ccc1Cl	68
38	O=C(Nc1ccc(-c2ccc(N3CCOCC3)nn2)cc1)c1ccccc1[N+](=O)[O-]	55
39	COCC(=O)N1CCCc2ccc(NS(=O)(=O)c3ccc(C)c(Cl)c3)cc21	71
40	CS(=O)(=O)N1CCN(c2c(Cl)cncc2Cl)CC1	53
41	NC(=O)Cc1nc(-c2ccncc2)n[nH]1	60
42	CC(=O)Nc1ccc(NC(=O)CN(c2ccc(F)cc2)S(=O)(=O)c2cccnc2)cc1	65
43	O=C(Cc1ccc([N+](=O)[O-])cc1)N1CCN=C1SCc1ccccc1	64
44	CCOc1ccc(-c2noc(C3CCN(S(=O)(=O)c4ccc(Cl)cc4)CC3)n2)cc1	86
45	Cc1cc(NC(=O)c2ccco2)n(-c2nc3c(cnn3-c3cccc(Cl)c3)c(=O)[nH]2)n1	65
46	CN1CCN(S(=O)(=O)c2cccc(Cl)c2)CC1	55
47	COc1ccc([N+](=O)[O-])cc1NC(=O)COc1ccc(Br)cc1C(C)(C)C	46
48	O=C(NCCn1ncccc1=O)Nc1ccc(F)c(Cl)c1	62
49	c1ccc2c(c1)NC(c1ccc3c(c1)OCCO3)n1cccc1-2 (stereo unspecified)	47
50	C[C@H](CCC(=O)O)C1CC[C@H]2C3CCC4C[C@H](O)CCC4(C)C3C[C@H](O)C12C (stereo partly specified)	57
51	Cc1ccc(S(=O)(=O)c2ccc(Cl)c(N)c2)cc1	56
52	CC(C)c1ccc(NNC(=O)c2cc3ccccc3s2)cc1	56
53	O=C(c1cc2ccccc2o1)N1CCN(c2ncnc3c2nnn3-c2ccccc2)CC1	52
54	CCOC(=O)CSc1nnc(NC(=O)CC)s1	55
55	CCCS(=O)(=O)N1CCn2cccc2C1c1ccc(Cl)cc1Cl (stereo unspecified)	60
56	COc1ccc(C(=O)NCCCn2nc(-c3ccc(F)cc3)ccc2=O)c(OC)c1	68
57	O=C(Nc1nnc(-c2cc(Cl)ccc2Cl)o1)c1cccs1	55
58	Cc1c(C(=O)N2CCOCC2)oc2c1C1(CCC2)SCCS1	59
59	O=C(c1ccc2c(c1)OCCCO2)N1CCOCC1	48
60	COc1cccc(C(=O)Nc2nnc(C(F)(F)C(F)(F)C(F)(F)F)s2)c1	61
61	c1ccc2c3c([nH]c2c1)[C@H]1C2CCC([C@@H]4CCCN[C@H]24)N1CC3 (stereo partly specified)	65
62	CCC(=O)N1CCCc2cc(NS(=O)(=O)c3ccccc3Br)ccc21	55
63	Cn1c(=O)c2c(O)c(C=NCc3ccccc3)c(=O)n(-c3ccccc3)c2n(C)c1=O	56
64	CCOC(=O)c1c(NC(=O)c2cc(C)on2)sc(C)c1C	57
65	CN(C)CCCN(C(=O)c1ccc2ccccc2c1)c1nc2cc3c(cc2s1)OCO3	119
66	CC(NCCn1cnc2c(N)ncnc21)c1ccccc1 (stereo unspecified)	62
67	COCC(=O)Nc1ccc2c(c1)NC(=O)C(C)(C)CO2	67
68	O=C1CC2(CCN(C(=O)COc3ccc(Cl)cc3Cl)CC2)Oc2ccccc21	51
69	COCC(=O)N1CCCc2ccc(NS(=O)(=O)c3ccc(C)cc3C)cc21	69
70	CC1=C(C(=O)O)N2C(=O)[C@@H](NC(=O)[C@H](N)c3ccccc3)[C@H]2SC1	-1&60
71	Cc1cccc(OCC(=O)Nc2ccc3c(c2)N(CCC(C)C)C(=O)C(C)(C)CO3)c1	72
72	COC(=O)c1nn(-c2ccccc2)c2oc(=O)cc(C)c12	62
73	COc1ccc(CCC(=O)NCCCN2CCN(c3ccccc3)CC2)cc1	63
74	CCc1ccc(OCCCn2c(C(C)O)nc3ccccc32)cc1 (stereo unspecified)	57
75	N=C(N)CSc1ccccc1	54

# Additional compounds follow.
item	smiles	RMI-FANCM inh
76	CCOC(=O)c1ccccc1NC(=O)CN1CCN(Cc2nc3ccccc3[nH]2)CC1	59
77	CC(=O)N(c1ccc2oc3c(c2c1)CCCC3)S(=O)(=O)c1ccc(C)cc1C	62
78	CCCn1c(=O)c2ccc(C(=O)NC3CCCC3)cc2n2c(SCC(=O)NC(C)C)nnc12	64
79	O=C(NCc1cc(-c2cccs2)on1)c1cccs1	55
80	Cc1cc(C)c(C2=NON3c4ccccc4N(C(=O)C(Br)C(C)C)N23)c(C)c1 (stereo unspecified)	64
81	COC(=O)c1ccc(C(=O)Nc2cc(C)nn2-c2ccccc2)cc1	67
82	O=C1CCC(C(=O)Nc2nc(CC(=O)N3CCN(c4cccc(Cl)c4)CC3)cs2)N1 (stereo unspecified)	75
83	COc1ccc(N2CC(c3nc(-c4ccc(OC)c(OC)c4)no3)CC2=O)c(OC)c1 (stereo unspecified)	64
84	CCOC(=O)CS/C(Nc1ccccc1C(F)(F)F)=C(/C#N)C(=O)OCC	48
85	Cn1c(=NC(=O)Cc2ccccc2)sc2cc(F)cc(F)c21	62
86	O=C(Nc1nnc(Cc2ccc(F)cc2)o1)c1nc2ccccc2s1	65
87	Cc1nnc(Sc2nc3ccc(Cl)cc3s2)n1-c1ccc2c(c1)OCCO2	55
88	CCc1cccc2sc(NC(=O)Cc3cccs3)nc12	75
89	Cc1nn(-c2cccc(C(F)(F)F)c2)c(=O)c2nc(-c3ccccc3)sc12	54
90	O=C(CSc1nnc2scc(-c3ccc(Cl)cc3)n12)NCc1ccco1	73
91	Cc1nn(C2CCS(=O)(=O)C2)c2nc(-c3ccccc3)cc(C(=O)NCCCN3CCCC3=O)c12 (stereo unspecified)	68
92	Nc1nc(Sc2c(Cl)cccc2[N+](=O)[O-])n[nH]1	48
93	Cc1cc(C)cc(NS(=O)(=O)c2ccc3c(c2)OCCCO3)c1	56
94	CCN(CC)S(=O)(=O)c1ccc2c3c(cccc13)C(=O)N2C(=O)c1cccs1	52
95	CCOc1ccc(S(=O)(=O)N2CCCC(c3nnc(Cc4ccc(F)cc4)o3)C2)cc1 (stereo unspecified)	64
96	Cc1ccc(N(C)S(=O)(=O)c2c(-c3ccccc3)csc2C(N)=O)cc1	64
97	CC(=NCc1ccncc1)c1ccccc1O	53
98	FC(F)(F)c1[nH]ncc1-c1ccccc1	64
99	CCOC(=O)N1CCN(C(=O)CSc2cn(CCNC(=O)c3c(F)cccc3F)c3ccccc23)CC1	61
100	COc1ccc2c(C)cc(SCC(=O)NCCc3ccc(OC)c(OC)c3)nc2c1	76

# Molecules listed so far with a COOH group, in the order listed:
item	smiles	RMI-FANCM inh
31	O=C(O)CN1C(=O)S/C(=C\c2ccccc2[N+](=O)[O-])C1=O	47
50	C[C@H](CCC(=O)O)C1CC[C@H]2C3CCC4C[C@H](O)CCC4(C)C3C[C@H](O)C12C (stereo partly specified)	57
70	CC1=C(C(=O)O)N2C(=O)[C@@H](NC(=O)[C@H](N)c3ccccc3)[C@H]2SC1	-1&60

# From compound 76 as far as 78, as listed above:
item	smiles	RMI-FANCM inh
76	CCOC(=O)c1ccccc1NC(=O)CN1CCN(Cc2nc3ccccc3[nH]2)CC1	59
77	CC(=O)N(c1ccc2oc3c(c2c1)CCCC3)S(=O)(=O)c1ccc(C)cc1C	62
78	CCCn1c(=O)c2ccc(C(=O)NC3CCCC3)cc2n2c(SCC(=O)NC(C)C)nnc12	64

# More structures follow.
item	smiles	RMI-FANCM inh
101	COc1ccc(C(=O)NC2c3ccccc3-c3ccccc32)cc1OC	59
102	Oc1c(C(c2ccc(F)cc2)N2CCN(c3cccc(Cl)c3)CC2)sc2nc(-c3ccco3)nn12 (stereo unspecified)	54
103	Cc1cccc(NC(=O)c2csc(Nc3ccccc3)n2)c1C	64
104	COc1cc(N=Cc2sc(=S)n(CC(=O)O)c2O)cc(OC)c1	63
105	NS(=O)(=O)c1ccc(NC(=O)CSc2nc3scc(-c4ccc(F)cc4)c3c(=O)n2-c2ccccc2)cc1	72
106	Nc1ccccc1C(=O)NCCN1CCNC1=O	46
107	O=C(Nc1nnc(-c2ccc(Br)cc2)o1)c1ccc([N+](=O)[O-])s1	65
108	Cc1ccc(C(=O)N2CCN(Sc3ncnc4sccc34)CC2)cc1	56
109	O=C(Nc1nnc(-c2ccccn2)o1)c1ccccc1F	58
110	CCOC(=O)c1c(N(C)S(C)(=O)=O)sc(C)c1C	56
111	COc1ccc(-c2nnc(NC(=O)c3cc(Cl)cc(Cl)c3)o2)c(OC)c1	61
112	O=C1CSc2ccc(C(F)(F)F)cc2N1	53
113	NC(=O)Cn1c(=O)oc(=O)c2cc(Cl)ccc21	55
114	CC(C)CCCC(C)[C@H]1CCC2C3C[C@@H](O)[C@@]4(O)C[C@@H](O)CC[C@]4(C)C3CC[C@@]21C (stereo partly specified)	64
115	Cc1cccc(CC(=O)Nc2ccc3c(c2)CC(=O)N3)c1	55
116	Brc1c(-c2ccccc2)nc2n1CCC2	62
117	CC(C)n1c(SCc2nc(-c3ccc(Br)cc3)no2)nc2ccccc2c1=O	68
118	O=C(/C=C/c1ccc(Cl)cc1Cl)C1=C(O)c2ccccc2C1=O	-25
119	COc1ccc(N2CCN(C(=O)c3cc4nc(C)ccc4o3)CC2)cc1	53
120	N#CC(C#N)=C1CCC(=C(C#N)C#N)CC1	31*
121	CCS(=O)(=O)c1ccccc1C(=O)Nc1nccs1	54
122	CCOC(=O)c1ccc(OCC2c3cc(OC)c(OC)cc3CCN2C(=O)c2cccc([N+](=O)[O-])c2)cc1 (stereo unspecified)	56
123	CC(C)CNC(=O)C(=O)Nc1ccccc1F	53
124	CSc1ccc(C2N(c3ccccc3)CCN2c2ccccc2)cc1	58
125	O=[N+]([O-])c1ccc(C23CC4CC(CC(O)(C4)C2)C3)cc1	60
126	CCOC(CN(c1ccc(F)cc1)S(=O)(=O)c1ccc(F)cc1F)OCC	58
127	CC(=O)N1CCc2c(sc(NC(=O)c3cc(=O)c4ccccc4o3)c2-c2nc3ccccc3s2)C1	-23
128	CC1CC(=O)Nc2ccccc2N1S(=O)(=O)c1cn(C)cn1 (stereo unspecified)	57
129	COCCn1c(-c2ccc([N+](=O)[O-])cc2)nc2nc3ccccc3nc21	63
130	CC(C)C(=O)Nc1ccc(SCC(N)=O)nn1	66
131	Cc1cc(C)nc(-n2nc(C(C)(C)C)cc2OCC(=O)NCc2ccco2)n1	64

# Bioassay records deposited in PubChem BioAssay by Small Molecule Screening Facility, UW Madison.

# Some of the compounds tested; the hit share may differ from the screen's.
